# High-throughput results deposited in PubChem BioAssay by National Center for Advancing Translational Sciences (NCATS).
# Integrin act MD = qHTS for Activators of Integrin-Mediated Alleviation for Muscular Dystrophy; alpha7betagal myoblasts, beta-gal FDG fluorescence, 48 h; Potency, µM (titrated, usually from 38.3 µM), for the others: at the top dose activation, hits mostly activators; actives 0.064% (n = 350,000);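 also: potency is read from the fitted curve at half-maximal effect; 100% = response of the positive control SU9516; nearly all actives have a fitted effect of over 60% in size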
#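 Alpha7betagal+/- myoblasts (passage 13) were plated 16-24 hr, then exposed to compounds (1:260 dilution of DMSO stock) for 48 hours at 37C. After MPER lysis, β-galactosidase reporter activity was read as FDG fluorescence (ex 480/em 540) after 30 minutes.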
# PTAP TSG101 blk = qHTS Assay for Iinhibitors of HIV-1 Budding by Blocking the Interaction of PTAP/TSG101. 340,000 tested, under 10 active. Potency, µM (top dose mostly 115 µM), inactives show at the top dose activity change, negative = inhibition, most hits filed as inhibitors. Fluorescence polarization, FITC-PTAP peptide / Tsg101 binding. Tumor susceptibility gene 101 protein (Homo sapiens), Q99816. AID 493005, 2010; active = well fitted inhibition curve with a large enough effect in the main read-out, with a control signal flat, not every such curve was filed as active; inconclusive = small, poorly fitted or top-dose-only effect, or effect the other way, or a change in a side signal; inactive = no such curve, though single readings can be large or run the other way; also: potency is read from the fitted curve at half-maximal effect; % of control where 0% means no effect
#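 Tsg101 binding domain (10 uM final) was mixed with compound and a FITC-labeled PTAP peptide (50 nM final) in HEPES pH 7.5 buffer with NaCl, Tween 20, EDTA and TCEP; fluorescence polarization was read after 20 min at r.t.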
# MBNL1 CUG block = qHTS Assay for Inhibitors of MBNL1-poly(CUG) RNA binding. Muscleblind-like protein 1 (Homo sapiens), Q9NR56. TR-FRET MBNL1-His/biotin-(CUG)12 binding, 665/545 ratio. Potency, µM (top dose mostly 57.5 µM), inactives show at the highest dose activity change, negative = inhibition, usual class: inhibitors. actives 0.036% (n = 280,000). AID 2675, 2010; active = well fitted inhibition curve with a large enough effect in the signal ratio, with a control signal flat, not every such curve was filed as active; inconclusive = small, poorly fitted or top-dose-only effect, or effect the other way, or a change in a side signal; inactive = no such curve, though single readings can be large or run the other way; the % refers to the signal ratio; also: potency is read from the fitted curve at half-maximal effect; % is scaled to controls: 0 for no effect and ±100 for the full control effect
#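 MBNL1-His + Biotin-(CUG)12, cpd titration 92 nM–58 uM; Tb anti-His Ab 0.055 ng/ul, SA-XL665 5 nM (final); 60 min RT; ratiometric 665/545 nm, Ex 340 nm; normalized to buffer and full-complex controls.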
# TCR activator = Activators of T cell receptors: qHTS campaign. AID 504894, 2011. 330,000 tested, under 10 active. Potency, µM (highest dose often 9.22 µM), for inactives: at the top dose activation of IL-2 secretion, actives largely listed as activators. primary human leukocytes, anti-CD3, IL-2 HTRF, 48 h; also: % of control where 0% means no effect
#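 Primary human leukocytes incubated 48 hr with anti-CD3 beads plus compound, without co-stimulation. Secreted IL-2 measured by HTRF (europium cryptate/d2 anti-IL-2 pair, 320 nm excitation, 665 nm emission).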
# Mito fusion yeast = qHTS Assay for Small Molecule Inhibitors of Mitochondrial Division or Activators of Mitochondrial Fusion | S. cerevisiae fusion-defective mutant growth rescue, CellTiterGlo 48 h | Potency, µM (doses to about 46.1 µM), without a hit: at the highest dose growth rescue (activation), hits mostly activators | actives 0.23% (n = 320,000);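 also: potency is read from the fitted curve at half-maximal effect; % of control where 0% means no effect; nearly all actives have a fitted effect of over 45% in size; temperature-sensitive fusion mutants such as fzo1-1 at 37 °C on non-fermentable ethanol glycerol medium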
#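 Luminescent cell viability in 1536-well qHTS format served as the measure of rescued growth in ts fusion-mutant S. cerevisiae cultured on non-fermentable YPEG for 48 hours at 37C.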
# CXXC DNA block = qHTS Fluorescence Polarization Assay for Inhibitors of MLL CXXC domain - DNA interaction; Histone-lysine N-methyltransferase 2A (Homo sapiens), Q03164; MLL-CXXC / FITC-HOXA9 DNA fluorescence polarization; Potency, µM (titrated, usually from 115 µM), without a hit: top-dose activity change, negative = inhibition, hits mostly inhibitors; actives 0.037% (n = 290,000); AID 2662, 2010; active = well fitted inhibition curve with a large enough effect in the polarisation, with a control signal flat, not every such curve was filed as active; inconclusive = small, poorly fitted or top-dose-only effect, or effect the other way, or a change in a side signal; inactive = no such curve, though single readings can be large or run the other way; the % refers to the polarisation; also: potency is read from the fitted curve at half-maximal effect
#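 Fluorescence polarization: 7 uM MLL-CXXC (stock) preincubated 5 min with compounds, then 50 nM fluorescein-HOX-A9 DNA (stock) added; 30 min ambient. Buffer 50 mM Tris-HCl pH 7.5, 50 mM NaCl, 1 mM DTT, 0.05% BSA.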
# A-T KAP1 phos = qHTS Assay for Identifying a Potential Treatment of Ataxia-Telangiectasia | […] A-T fibroblasts, KAP-1 phosphorylation AlphaLISA; neocarzinostatin DNA damage 30 min before lysis | Potency, µM (titrated, usually from 57.5 µM), for the others: at the highest dose activation, hits mostly activators | actives 0.19% (n = 320,000) | AID 485349, 2010; also: potency is read from the fitted curve at half-maximal effect; % of control where 0% means no effect; nearly all actives have a fitted effect of over 45% in size
#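 hTERT-immortalized A-T patient fibroblasts ([…]), 500 cells/well in OPTI-MEM, 1% FBS, got compounds for 60 min, then NCS for 30 min at 37C. Lysates were then assayed for phospho-KAP-1 by AlphaLISA (anti-pKAP1 donor, anti-KAP1 acceptor beads), 6 hr at 25C.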
# S-ASM inh = Inhibitors of Secretory Acid Sphingomyelinase (S-ASM): qHTS; placental ASM, HMU-PC fluorogenic substrate, 60 min; Potency, µM (top dose mostly 57.5 µM), for inactives: top-dose activity change, negative = inhibition, hits mostly inhibitors; actives 0.006% (n = 340,000); also: potency is read from the fitted curve at half-maximal effect
#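 Human placenta-derived ASM enzyme was preincubated with compound for 10 minutes at room temperature, then given fluorogenic substrate HMU-PC0 (9 uM final) for 60 minutes at 37 °C; a pH 10 stop preceded fluorescence reading at Ex 386/Em 447 nm.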
# Menin-MLL TR inh = qHTS Assay for Inhibitors Targeting the Menin-MLL Interaction in MLL Related Leukemias: Competition With Texas Red Labeled MLL-derived Mutant Peptide. O00255. Menin + Texas Red MLL mutant peptide, fluorescence polarization. AID 1768, 2009. actives 0.23% (n = 270,000). Potency, µM (doses to about 61.6 µM), for inactives: at the highest dose FP activity change, negative = inhibition, usual class: inhibitors; active = well fitted inhibition curve with a large enough effect in the polarisation, with a control signal flat, not every such curve was filed as active; inconclusive = small, poorly fitted or top-dose-only effect, or effect the other way, or a change in a side signal; inactive = no such curve, though single readings can be large or run the other way; the % refers to the polarisation; also: potency is read from the fitted curve at half-maximal effect; % of control where 0% means no effect; many of its hits are not listed in these tables
# TSHR antagonist = Antagonists of the Thyroid Stimulating Hormone Receptor: HTS campaign | TSHR-expressing cells, TSH-stimulated cAMP HTRF, 2 h; active compounds read low | actives 0.2% (n = 330,000) | activity change, negative = inhibition, % at 11.5 µM;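 active = activity change below a set negative limit, meaning inhibition stronger than a set level, cut at about -70% in these data; inconclusive = activity change between two set negative limits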; also: % is scaled to controls: 0 for no effect and ±100 for the full control effect
# Target sequence (P16473 whole entry, looked up): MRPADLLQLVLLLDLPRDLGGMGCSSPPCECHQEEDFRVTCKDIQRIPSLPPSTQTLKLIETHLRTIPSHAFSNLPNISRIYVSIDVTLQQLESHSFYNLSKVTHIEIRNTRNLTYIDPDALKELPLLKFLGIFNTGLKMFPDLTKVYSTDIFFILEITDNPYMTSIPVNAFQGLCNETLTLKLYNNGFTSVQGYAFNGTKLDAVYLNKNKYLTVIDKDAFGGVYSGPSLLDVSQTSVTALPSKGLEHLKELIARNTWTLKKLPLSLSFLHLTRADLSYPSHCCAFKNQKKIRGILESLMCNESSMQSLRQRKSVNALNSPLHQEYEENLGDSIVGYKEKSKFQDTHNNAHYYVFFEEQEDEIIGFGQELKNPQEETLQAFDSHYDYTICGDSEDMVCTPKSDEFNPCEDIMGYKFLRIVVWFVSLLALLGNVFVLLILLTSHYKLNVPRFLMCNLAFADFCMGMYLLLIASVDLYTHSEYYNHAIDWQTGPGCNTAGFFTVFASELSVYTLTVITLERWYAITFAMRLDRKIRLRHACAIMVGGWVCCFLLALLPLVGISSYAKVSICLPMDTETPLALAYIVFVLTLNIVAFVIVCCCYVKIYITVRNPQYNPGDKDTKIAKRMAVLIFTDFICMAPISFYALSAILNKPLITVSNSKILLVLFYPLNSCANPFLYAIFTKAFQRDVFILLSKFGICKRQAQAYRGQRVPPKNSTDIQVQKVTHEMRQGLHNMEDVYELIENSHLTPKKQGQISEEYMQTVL
#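 TSHR-expressing cells, 200/well, pre-treated with compound, then stimulated with EC80 TSH (4nM final) for 2 hours at 37 deg C. cAMP measured by competitive HTRF: anti-cAMP cryptate antibody in lysis buffer plus cAMP-d2, read after 30 minutes at room temperature.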
# * marks the source's active call; other numbers are inactive results; ? = inconclusive; . = no result given; [ ] = another dose, or the depositor's remark. Unless noted, calls follow the shape of the dose curve; as a rule, active = well fitted curve in the direction sought with a large enough effect; inconclusive = small, poorly fitted or top-dose-only effect, or another doubt; inactive = no such curve, though single readings can be large; an effect the other way counts as inactive or inconclusive. This is a subset. The share of hits here may be higher or lower than overall.
cpd	Structure	Integrin act MD	PTAP TSG101 blk	MBNL1 CUG block	TCR activator	Mito fusion yeast	CXXC DNA block	A-T KAP1 phos	S-ASM inh	Menin-MLL TR inh	TSHR antagonist
1	CSCc1ccc(C(=O)Nc2cc(C)cc(C)c2)cc1	17%	1%	6%	-1%[46.1 µM]	?	10%	6%	-3%	8%	-12
2	CCOc1ccc2cc(S(=O)(=O)n3ccnc3C)ccc2c1	-6%	0%	13%	3%	-4%	18%	-3%	4%	-20%	3
3	O=C(NCc1ccccc1Cl)c1ccc2ccccc2n1	-8%	-4%	14%	-8%	26%	15%	2%	3%	3%	2
4	CN1C(=O)/C(=C2\SC(N3CCCCCC3)=NC2=O)c2ccccc21	-17%	-12%	?	-8%	14%	-3%	3%	-28%	-7%	-7
5	CCOc1ccc(NC(=O)CN(C)C(=O)c2c(C)nn(-c3ccc(F)cc3)c2Cl)cc1OCC	-13%	-4%	.	6%	-12%	.	5%	3%	.	1
6	O=C(O)CSc1nnc(-c2ccccc2)c(-c2ccccc2)n1	10%	-1%	7%	8%	-3%	-1%	-5%	1%	.	-12
7	O=C(c1ccc(N2CCOCC2)c([N+](=O)[O-])c1)N1CCCC(C(F)(F)F)C1 (stereo not drawn)	7%	-1%	.	9%	2%	.	1%	-1%	.	5
8	Cn1nc(C(=O)Nc2ccccc2N2CCOCC2)ccc1=O	23%	-1%	.	1%	4%	.	-2%	1%	.	-11
9	Cc1ccccc1NC(=O)NC1(C(=O)NCc2ccco2)CCCCC1	-9%	-7%	-1%	-3%	-4%	10%	-9%	-1%	?	6
10	Cc1cc(C(F)(F)F)nn1CC(=O)N(C)c1ccccc1	23%	-1%	9%	.	1%	6%	-1%	3%	-4%	-9
11	CCC(C)NC(=O)NCc1ccccc1F (stereo not drawn)	13%	-1%	-3%	3%	-2%	-6%	-1%	0%	-19%	-15
12	COc1cc(/C=C2\C(=N)N3N=C(S(C)(=O)=O)SC3=NC2=O)cc(OC)c1OCCOc1ccc(C)cc1	-7%	-4%	1%	-3%	5%	5%	-9%	-15%	?	-2
13	Cc1ccc(S(=O)(=O)N2CCN(C(=O)CN3C(=O)NC(C)(c4ccc(Cl)cc4)C3=O)CC2)c(C)c1 (stereo not drawn)	-22%	-5%	.	-2%	.	.	8%	-14%	.	.
14	COc1ccc(C(=O)OCC(=O)Nc2ccc(Cl)cn2)cc1	8%	-4%	-3%	.	-2%	7%	1%	6%	1%	-2
15	CCc1ccc(Nc2ncc3c(n2)CC(C)CC3=O)cc1 (stereo not drawn)	21%	0%	-4%	0%	-3%	4%	2%	10%	8%	-3
16	NC(=O)c1cc(S(=O)(=O)N2CCc3ccccc3C2)cs1	-16%	0%	-5%	-4%	-3%	-14%	9%	2%	1%	-8
17	Cc1cccc(C(=O)NCCN2CCOCC2)c1[N+](=O)[O-]	28%	-1%	.	-5%	-1%	7%	.	1%	-9%	-4
18	CCN(CCO)C(=S)Nc1cc(C(=O)OC)ccc1C(=O)OC	10%	4%	-8%	-6%	2%	6%	8%	42%[activator]	10%	-4
19	CCOC(=O)N1CCN(C(=S)Nc2ccc(C)cc2C)CC1	-7%	-7%	-14%	0%	0%	7%	12%	3%	-2%	10
20	CNC(=O)CN1C(=O)COc2ccc(S(=O)(=O)N3CCCCCC3)cc21	-18%	-4%	5%	-7%	-1%	1%	-3%	2%	.	-4
21	CC(C)CC(COCc1ccc(Cl)cc1)N1CCN(C(=O)c2cccc(C(F)(F)F)c2)CCC1=O (stereo not drawn)	-5%	-10%	-7%	7%	?	0%	5%	-9%	-5%	10
22	COc1ccccc1CN(C)C(=O)c1cc(-c2cccs2)nc2ccccc12	-8%	2%	11%	0%	4%	9%	4%	17%	45%[activator]	30
23	N#CCCn1cc(C(N)=O)c(-c2ccc3ccccc3c2)n1	59%	-3%	9%	7%	3%	-4%	6%	3%	0%	-1
24	CC[C@@H](C)C(NC(=O)OC(C)(C)C)c1cn([C@@H](Cc2ccc(O)cc2)C(=O)N2CCN(C(=O)OC(C)(C)C)CC2)nn1 (stereo partly drawn)	-8%	-9%	-1%	-2%	-1%	19%	-21%	-2%	?	-1
25	Cc1cccc2c(C(=O)Nn3cnnc3)cc(-c3ccccc3Cl)nc12	7%	-7%	0%	-7%	1%	5%	-4%	-4%	?	8
26	O=C1CN(S(=O)(=O)c2ccc(Cl)cc2C(F)(F)F)CCN1	23%	-3%	-7%	-2%	10%	3%	3%	-1%	2%	-1
27	Cc1ccc(CN(CC(=O)NC2CCCC2)C(=O)c2csnn2)cc1	-47%[inhibitor]	1%	-16%	3%	0%	4%	12%	3%	.	6
28	Cc1ccc(-c2cn3c(n2)SCC3)cc1	13%	-1%	-3%	4%	-5%	11%	0%	9%	1%	-2
29	CC(C)Oc1cccc(NC(=O)c2cnccc2C(F)(F)F)c1	-5%	1%	.	-6%	-7%	-5%	-1%	-2%	.	-5
30	Nc1c(C(=O)CSc2nnnn2-c2ccccc2)c(=O)[nH]c(=O)n1C1CC1	35%	0%	.	-2%	.	.	4%	2%	.	4
31	O=C(C1CCN(Cc2ccc(Cl)cc2)CC1)N1CCN(Cc2ccc3c(c2)OCO3)CC1	-6%	.	-4%	2%	-1%	17%	6%	1%	.	7
32	COCCCNC(=S)N1CCN(C(=O)c2ccco2)CC1	8%	0%	-17%	0%[46.1 µM]	-4%	13%	7%	4%	14%	18
33	COc1ccc(NC(=O)COc2nsnc2N2CCCCC2)cc1	5%[7.66 µM]	-1%	1%	.	9%	8%	-7%	-2%	19%	14
34	COc1ccc(C2=NS(=O)(=O)N(C)C(C(=O)NCc3cccs3)=C2)cc1OC	-16%	0%	?	-2%	0%	.	-6%	-1%	16%	-10
35	OCC1(Cc2cccc(Cl)c2)CCCN(Cc2sc(N3CCCC3)nc2Cl)C1 (stereo not drawn)	-20%	0%	-4%	-18%	16%	-3%	9%	-1%	-16%	-9
36	CC(=O)CSc1nnc(-c2ccc3c(c2)OCO3)o1	9%	-3%	-7%	-5%[46.1 µM]	-4%	1%	0%	0%	1%	9
37	COc1ccccc1C(C)NC(=O)CCC(=O)N1CCN(S(=O)(=O)c2ccc(Cl)cc2)CC1 (stereo not drawn)	9%	-1%	.	1%	.	.	.	2%	.	.

# A different layout for some results above.
# Each structure is followed by: Integrin act MD | PTAP TSG101 blk | MBNL1 CUG block | TCR activator | Mito fusion yeast | CXXC DNA block | A-T KAP1 phos | S-ASM inh | Menin-MLL TR inh | TSHR antagonist
19) CCOC(=O)N1CCN(C(=S)Nc2ccc(C)cc2C)CC1
    -7% | -7% | -14% | 0% | 0% | 7% | 12% | 3% | -2% | 10
20) CNC(=O)CN1C(=O)COc2ccc(S(=O)(=O)N3CCCCCC3)cc21
    -18% | -4% | 5% | -7% | -1% | 1% | -3% | 2% | . | -4
21) CC(C)CC(COCc1ccc(Cl)cc1)N1CCN(C(=O)c2cccc(C(F)(F)F)c2)CCC1=O (stereo not drawn)
    -5% | -10% | -7% | 7% | ? | 0% | 5% | -9% | -5% | 10
22) COc1ccccc1CN(C)C(=O)c1cc(-c2cccs2)nc2ccccc12
    -8% | 2% | 11% | 0% | 4% | 9% | 4% | 17% | 45%[activator] | 30
